# Avidin bead fluor = avidin bead compound fluorescence profile; Avidin beads, compound fluorescence 488/530 nm, flow cytometry; stronger effect = higher value; fluorescence (KMESF) at 10 µM; actives 0.38% (n = 220,000); in the data active = fluorescence above about 47; also: inactives centre near 10
# Mcl1 Bid PPI = Mcl-1/Bid interaction inhibition; actives 0.97% (n = 220,000); AID 1021; Q07820; TR-FRET Mcl-1/Bid-Dy647 peptide binding, 1536-well; inhibition, % at 21.7 µM;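 active = compounds that cut the binding signal by more than half at the single screening dose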;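 also: His-tagged Mcl-1 with europium anti-His antibody binding Bid BH3 peptide; 0% = Mcl-1 plus peptide wells and 100% = peptide-only wells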
# Target sequence (Q07820 whole entry, looked up): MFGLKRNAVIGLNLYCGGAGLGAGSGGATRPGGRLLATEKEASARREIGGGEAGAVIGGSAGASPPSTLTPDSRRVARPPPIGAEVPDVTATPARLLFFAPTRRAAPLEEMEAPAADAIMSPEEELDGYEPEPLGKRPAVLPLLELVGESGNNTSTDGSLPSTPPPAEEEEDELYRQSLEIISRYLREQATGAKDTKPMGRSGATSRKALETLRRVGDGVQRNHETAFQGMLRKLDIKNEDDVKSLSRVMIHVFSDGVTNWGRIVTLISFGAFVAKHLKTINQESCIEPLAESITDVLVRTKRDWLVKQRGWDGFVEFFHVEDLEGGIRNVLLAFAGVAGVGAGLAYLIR
# Pf gamet viab = inhibitors of late stage P. falciparum gametocyte viability; AID 743093; inhibition, % at 10.9 µM; actives 0.065% (n = 150,000); P. falciparum stage V gametocytes, ATP luminescence, 24 h;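 active = inhibition above the mean plus 3 SD of compounds within the control limits, set per campaign, cut at about 38% in these data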;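 also: 0% = DMSO wells and 100% = medium only without gametocytes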
# Mcl1-Noxa inh = disrupts binding of human Mcl-1 to Noxa peptide. Q07820. TR-FRET Mcl-1/Noxa peptide binding, 2 h. inhibition, % at 21.7 µM. actives 1.5% (n = 220,000);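 active = compounds that cut the protein-peptide binding signal by more than 50% relative to plate controls in a single-dose test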;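 also: His-tagged Mcl-1 with rhodamine Noxa BH3 peptide and terbium anti-His antibody; 0% = Mcl-1 plus Noxa peptide wells and 100% = peptide-only wells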
# Numbers without * were called inactive.
SMILES,Avidin bead fluor,Mcl1 Bid PPI,Pf gamet viab,Mcl1-Noxa inh
C=C(C)CN(CC)C(=O)CC1C(=O)NCCN1CC(C)(C)C (stereo not drawn),4,-48.0,3.3,-2.6
Cc1csc2nc3cc(C(N)=O)ccc3c(=O)n12,8,-54.9,-0.6,-20.6
CC(=O)Nc1ccc(NC(=O)C/C(C)=N/NC(=O)C(=O)Nc2ccc(C)c(Cl)c2)cc1,6,-34.3,16.9,-12.0
O=C(NCc1cccnc1)c1cnc2ccccc2n1,5,19.1,-4.3,-0.7
CCCc1c(C(=O)Nc2cc(C)on2)cnn1-c1ccccc1,4,-34.7,23.3,-14.8
CCn1c(=O)c2cc(C(=O)Nc3ccc(OC)cc3OC)sc2c2ccccc21,17,-37.3,-1.2,-123.4
O=C(COc1cccnc1[N+](=O)[O-])Nc1cc(S(=O)(=O)N2CCCCC2)ccc1Cl,7,-28.8,7.3,-3.0
N#Cc1c(Nc2ccccc2)s[nH]c1=O,6,-66.1,6.4,9.7
CCOC(=O)C(=CNc1ccc(Oc2cncc(Cl)c2)nc1)C(=O)OCC,9,-23.6,-6.6,-9.8
O=C1/C(=C/c2ccncc2)SC(=S)N1N1CCOCC1,9,-95.6,6.0,9.1
CCOC(=O)COc1nc(-c2ccccc2)cc(-c2ccco2)c1C#N,26,8.9,-20.1,-10.1
CCc1ccccc1NNC(=O)CCc1ccccc1,6,-17.0,0.2,-0.3
CN(C)S(=O)(=O)c1cccc(NC(=O)COC(=O)/C=C/c2ccc(Br)o2)c1,5,-9.9,-12.3,28.1
O=C(/C=C\c1ccco1)NC(=S)Nc1ccccc1O,6,-31.4,-11.8,24.2
Cc1cc(C)cc(NC(=O)Nc2cc(-c3ccccc3)nn2C)c1,7,-14.3,-0.2,0.6
COc1cccc(/C=N/NC(=O)Cn2cnc3c2c(=O)n(C)c(=O)n3C)c1,7,-2.0,-14.5,3.3
COc1ccc2c(c1)c(C(=O)O)c(C)n2-c1ccccc1,3,-16.1,-13.1,9.5
COC(=O)CNC(=O)c1ccc(NS(=O)(=O)c2cc([N+](=O)[O-])ccc2Cl)cc1,6,4.1,-19.6,15.4
Oc1[nH]c2ccc(Br)cc2c1N=NC(=S)Nc1ccc(F)cc1,8,-10.1,25.8,-62.4
COc1ccc2[nH]cc(/C=C/C(=O)c3ccccc3)c2c1,5,-38.3,-5.2,17.4
O=C1NCCn2ccc(=O)cc21,6,1.7,-9.7,3.1
Cc1ccc(/C=N/NC(=O)c2cc(C)oc2C)cc1,3,-18.4,1.9,-7.2
S=c1[nH]nc(-c2ccncc2)n1/N=C/c1cn(-c2ccccc2)nc1-c1ccccc1,7,-6.1,10.3,17.8
CN(C)/C=C(\C#N)C(=O)Nc1ccc(F)c(Cl)c1,9,-47.2,-1.0,-10.3
Cc1cc(C(=O)NNC(=O)c2ccc(C(F)(F)F)cc2)no1,9,-6.0,10.9,-13.1
N#C/C(C(N)=O)=C1/SC(Cc2ccc(F)cc2)C(=O)N1c1ccccc1 (stereo not drawn),8,-19.2,15.6,-10.5
O=S(=O)(c1ccc(NC(=S)NCc2ccco2)cc1)N1CCCCC1,3,-20.7,13.6,-2.1
COc1ccc(Nc2nc(N)c([N+](=O)[O-])c(N3CCOCC3)n2)cc1,3,-12.0,-7.3,8.8
COc1ccc(S(=O)(=O)N(CCC(N)=O)Cc2ccco2)cc1OC,6,-11.8,16.4,-1.9
CC(C(=O)Nc1ccc2c(c1)OCO2)N1CCN(C)CC1 (stereo not drawn),6,48.5,-29.4,17.8
COCCOC(=O)c1c(C)oc2ccc(NS(=O)(=O)c3ccc(C)cc3)cc12,8,-49.8,-19.7,-0.5
O=C1CS/C(=N/N=C/c2ccncc2)N1,3,-7.5,-9.7,1.4
CC(C)N1CCN(Cc2ccc(Sc3nncn3C)o2)CC1CCO (stereo not drawn),6,-9.5,14.4,-21.5
Cn1c(=O)c2c(nc(Br)n2Cc2nnc(N)s2)n(C)c1=O,7,-100.8,19.9,-3.4
CSc1nc2c(C)c(C)c(C)c(C)c2[nH]1,6,-14.6,4.7,4.2
CCCCC(CCC(=O)O)(C(=O)OCC)c1csc(Nc2ccc(OCC)cc2)n1 (stereo not drawn),5,-92.2,6.9,14.8
Cc1sc2ncn(CC(=O)Nc3cccc(S(N)(=O)=O)c3)c(=O)c2c1-c1ccccc1,4,-32.9,-2.9,11.2
COC(=O)CCCC1=CC2=CC(=O)C(C)(OC(=O)c3cccs3)C(=O)C2=CN1c1ccc(OC)cc1 (stereo not drawn),8,-65.6,-1.2,-31.1
COC(=O)c1ccc(S(=O)(=O)NCc2ccccn2)n1C,7,-8.2,-20.4,-2.9
CNC(=S)N(Cc1ccccc1)Cc1cccnc1,6,-72.0,23.0,-7.6
CNC(=S)/N=C(\Nc1ccc(C)cc1)c1ccccc1,6,-62.4,11.4,19.6
CCOC(=O)c1c(C)[nH]c(C(=O)COC(=O)c2ccc(O)cc2O)c1C,9,-1.2,-18.8,1.1
O=C(CN1c2ccccc2Sc2ccccc21)NNC(=O)Nc1cccc(Cl)c1,8,-30.5,4.1,-3.8
COc1cc(O)c(C(CCN2CCN(c3ccccc3)CC2)c2cc(OC)c(OC)c(OC)c2)c(OC)c1 (stereo not drawn),13,-49.0,-18.8,-3.6
Cc1ccc(C(=O)NCC(c2ccc(F)cc2)N2CCOCC2)cc1 (stereo not drawn),29,-8.4,7.4,-9.5
COc1cccc(Cn2cccc(NC(=O)Nc3cccc(C#N)c3)c2=O)c1,7,-63.0,-6.0,20.3
O=C(NC(=S)N1CCN(c2ccc(O)cc2)CC1)c1cccs1,3,-69.3,-8.3,4.4
CC(C)CCN1CCN(Cc2ccoc2)CC1CCO (stereo not drawn),6,-29.4,2.7,5.9
C=C(C)C(=O)N1CC2(CC(c3cccc(NC(=O)/C=C\C=C/C)c3)=NO2)C[C@H]1C(N)=O (stereo partly drawn),10,-26.0,-7.8,28.4
COC(OC)c1nc(SCC(=O)Nc2cccc(Cl)c2)ncc1C(=O)O,3,6.0,-8.9,25.9
COc1cc(NC(=O)CCCOc2ccc(Cl)cc2Cl)c(C(=O)O)cc1OC,5,-17.3,5.3,13.9
CN1CCN(C(=S)NC(CC(=O)c2ccccc2)c2ccccc2)CC1 (stereo not drawn),8,-113.7,11.9,14.6
COc1ccc(Nc2nc(-c3ccccc3)nc3ccccc23)cc1S(=O)(=O)N1CCOCC1,7,5.0,-1.8,-2.5
CSC1=N/C(=C/c2cccnc2)C(=O)N1Cc1ccc(Cl)cc1,5,-55.5,31.0,-64.6
O=C(COC(=O)c1cnccn1)c1cccc([N+](=O)[O-])c1,5,-8.9,-3.3,1.0
CSc1ncc(Cl)c(C(=O)Nc2ccccc2Br)n1,8,-1.8,4.0,7.1
Cc1cc(/C=C(\C#N)C(=O)N2CCOCC2)c(C)n1C1CCCC1,7,-88.9,21.6,-1.6
O=C(C[n+]1ccc(C(=O)NCCCO)cc1)c1cccc(Br)c1,5,-23.9,0.5,-3.1
CN1CCN(/C=C(\C#N)S(=O)(=O)c2ccc(Cl)cc2)CC1,7,-15.0,-2.5,25.6
CCOC(=O)N1CCN(c2c(NCc3ccccc3Cl)c(=O)c2=O)CC1,5,-11.9,8.2,16.7
# The list continues.
SMILES,Avidin bead fluor,Mcl1 Bid PPI,Pf gamet viab,Mcl1-Noxa inh
O=C(Cc1cccs1)N/N=C/C=C/c1ccccc1[N+](=O)[O-],8,-35.4,-0.4,7.2
O=C(NC1CCCCC1)c1cc(C2CC2)on1,8,-13.3,8.9,-2.0
CCN(CC)c1ccc(CNc2nc3ccccc3n2CC)cc1,7,-40.6,-14.5,17.6
NS(=O)(=O)c1ccc(NC(=O)COC(=O)c2cc(Cl)ccc2[N+](=O)[O-])cc1,7,-33.1,0.5,5.8
O=C(/C=C/c1cccc(F)c1)Nc1ccc(S(=O)(=O)Nc2ncccn2)cc1,6,-34.6,-6.8,11.0
Cc1onc(-c2c(Cl)cccc2Cl)c1NC(=O)NNc1ccccc1,3,-15.6,4.3,-10.2
O=c1c2ccccc2c(-c2ccccc2)nn1-c1ccccc1,7,-12.1,13.9,14.4
COc1cc(C2CC(=O)Oc3c(C(CCN4CCOCC4)c4ccc(N(C)C)cc4)c(OC)cc(OC)c32)cc(OC)c1OC (stereo not drawn),8,-113.8,-32.4,7.0
O=C(O)CCCC(=O)Nc1ccc(Oc2cccc(C(F)(F)F)c2)nc1,4,1.6,2.6,11.3
O=C(CC1C(=O)NCCN1Cc1c(F)cccc1Cl)NC1CCCCCC1 (stereo not drawn),6,-10.8,5.4,14.7
CC1Cc2ccccc2N1S(=O)(=O)c1ccc(Cl)nc1 (stereo not drawn),4,-10.9,-0.7,-1.2
Cc1nc2c(C)cccc2c(SC(=N)N)c1CC=C(Cl)Cl,6,12.2,-26.4,17.7
CC(=O)c1c(COC(=O)c2ccc(C)cc2)nc2ccccc2[n+]1[O-],3,-12.9,-3.6,-12.6
c1coc(CSc2ncnc3c2oc2ccccc23)c1,3,4.7,2.4,-6.9
O=C(NCc1ccco1)C(=O)NCC1OCCN1S(=O)(=O)c1cc(F)ccc1F (stereo not drawn),8,32.6,-0.1,7.1
COc1cc(OC)c(C2C(C#N)=C(C)NC(C)=C2C#N)c(C(=O)O)c1,6,-8.5,-6.7,8.7
CC(C)(C)OC(=O)NCCCCCc1nnc(SCc2c(F)cccc2Cl)o1,5,-17.6,-16.5,7.3
C=CCNC(=O)c1onc(CSc2cccc(OC)c2)c1C(=O)NCC=C,9,-23.3,8.5,-7.5
O=C1/C(=C/c2cccnc2)SC(=S)N1c1ccc(O)cc1,5,-36.1,8.8,0.1
CCOC(=O)C1CCN(c2c(NCCCN3CCCCC3)c(=O)c2=O)CC1,8,-86.5,-11.3,-10.6
CSc1c(-c2ccccn2)c(N)nn1C(=O)C1CCC1,5,-8.9,-2.7,-22.1
COC(=O)c1sccc1NC(=S)Nc1ccc(C)cc1,7,-23.7,19.3,-226.0
CC(C)n1c(=S)[nH]c2cc(Cl)ccc21,8,-35.0,17.3,2.3
CC(=O)NNc1cc(C)nc(N)n1,8,-42.4,-8.0,-8.1
N/C(=N\OC(=O)CCn1cccc(C(F)(F)F)c1=O)c1ccc(OC(F)(F)F)cc1,8,-21.9,-8.0,-5.6
Cc1nc2ccccn2c1C(=O)NNS(=O)(=O)c1ccc(Cl)cc1,7,0.4,-2.0,17.7
CCN(CC)c1ccc(/C=C2\C(=O)N(c3nnc(C)c(=O)[nH]3)N=C2C)cc1,38,-112.6,-32.6,-68.0
c1ccc(-c2cn(-c3ccccc3)c3[n+]2CCCS3)cc1,14,-46.1,-13.2,6.7
Cc1cc(C(=O)NNc2c(Cl)cccc2Cl)n(C(C)(C)C)n1,3,-13.3,4.6,-2.2
CNC(=S)NNC(=O)CSCc1c(Cl)cccc1Cl,5,-22.3,-18.2,-2.9
COC(=O)C1(NC(=O)NC2CCCCC2)CCCCC1,5,-7.0,6.0,18.8
O=C(N/N=C/c1[nH]c2ccccc2c1Cl)c1cccc(Br)c1,8,-6.9,4.8,30.1
O=S(=O)(c1cccc(F)c1)N1CCc2sccc2C1c1ccc(OC(F)(F)F)cc1 (stereo not drawn),6,-3.0,16.2,-1.9
O=C(CSc1n[nH]c(=O)[nH]c1=O)c1ccc([N+](=O)[O-])cc1,6,-20.0,-0.3,4.5
CC(=O)Nc1ccc(-c2cc(C(=O)O)c3ccccc3n2)cc1,7,-2.8,5.2,0.0
O=C(CCC(=O)Nc1nnc(C2CCCCC2)s1)NCc1ccccc1,5,-20.1,12.9,-9.2

# 6 entries picked at random from those above, as already listed:
SMILES,Avidin bead fluor,Mcl1 Bid PPI,Pf gamet viab,Mcl1-Noxa inh
CC(C)N1CCN(Cc2ccc(Sc3nncn3C)o2)CC1CCO (stereo not drawn),6,-9.5,14.4,-21.5
CC(C)CCN1CCN(Cc2ccoc2)CC1CCO (stereo not drawn),6,-29.4,2.7,5.9
CN(C)/C=C(\C#N)C(=O)Nc1ccc(F)c(Cl)c1,9,-47.2,-1.0,-10.3
COC(OC)c1nc(SCC(=O)Nc2cccc(Cl)c2)ncc1C(=O)O,3,6.0,-8.9,25.9
Cc1onc(-c2c(Cl)cccc2Cl)c1NC(=O)NNc1ccccc1,3,-15.6,4.3,-10.2
CSc1c(-c2ccccn2)c(N)nn1C(=O)C1CCC1,5,-8.9,-2.7,-22.1

# Remaining list, next part.
SMILES,Avidin bead fluor,Mcl1 Bid PPI,Pf gamet viab,Mcl1-Noxa inh
Cc1ccc(OS(=O)(=O)c2ccc(-c3csc(C)n3)s2)c(C)c1,8,-3.5,2.6,10.9
CN(C)CCCNc1cc(C(C)(C)C)nc2c(-c3ccc(Cl)cc3)cnn12,10,27.8,4.5,35.2
c1ccc2sc(-c3ccncc3)nc2c1,5,11.3,4.0,-4.8
COc1ccc(/C=C2\SC(=O)N(CC(=O)NN3CCN(C)CC3)C2=O)cc1OC,8,-23.5,-5.6,3.4
COc1ccccc1C(=O)Nc1cccc(S(=O)(=O)N2CCCC2)c1,6,19.4,-14.6,3.1
Cc1ccccc1C(=O)Nc1nc(SCc2ccc(Cl)cc2)n[nH]1,6,-4.5,8.5,-3.0
Cc1ccc2c(C(=O)CNc3nncs3)c(C)[nH]c2c1,6,-24.9,15.4,-16.9
COc1ccc(Cc2cc(-c3ccc(F)cc3)n[nH]c2=O)cc1,7,-9.3,-14.6,-3.8
C[C@H]1CC[C@]2(O[C@H](CCO)C[C@@H](O)[C@@H]2O)O1,8,-77.6,19.8,-20.4

# From PubChem

# Some of the compounds tested; rates above refer to the full screens.
